High-throughput results deposited in PubChem BioAssay by several laboratories.
TLR9-MyD88 inh = inhibitors of TLR9-MyD88 association in cells, primary screen, cell-based, CHO, BLA complementation, fluorescence; 0.21% of 340,000 active; inhibition, % at 4.98 µM; CCF4 FRET ratio; Toll-like receptor 9 (Homo sapiens) + Myeloid differentiation primary response protein …;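 active means inhibition above the mean over all tested compounds plus 3 SD, cut at about 21% in these data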;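 further: 0% = DMSO only wells and 100% = clavulanate BLA inhibitor control wells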
LMP1 NFkB inh = EBV LMP1-driven NF-kappaB luciferase reporter inhibitors, primary screen, cell-based, luminescence, single point; LMP1-induced NF-kappaB luciferase reporter cells; 0.69% of 350,000 active; inhibition, % at 12.5 µM; in the data active means inhibition above about 41%;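 further: 0% = neutral control wells and 100% = reference inhibitor control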
SRC2 inh = inhibition of GAL4-SRC2 driven luciferase reporter, primary screen, SRC2 inhibitor project, cell-based, luminescence; AID 651957, 2012; inhibition, % at 9 µM; Nuclear receptor coactivator 2 (Homo sapiens), Q15596; HEK293 GAL4-SRC2 luciferase reporter; 0.17% of 370,000 active;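 active means inhibition above the mean inhibition of all tested compounds plus 3 SD, set per campaign, cut at about 52% in these data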;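 further: 0% = DMSO treated cells and 100% = cells given Gossypol at 36 µM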
Target sequence (Q15596 whole entry, looked up, the tested form may be a part): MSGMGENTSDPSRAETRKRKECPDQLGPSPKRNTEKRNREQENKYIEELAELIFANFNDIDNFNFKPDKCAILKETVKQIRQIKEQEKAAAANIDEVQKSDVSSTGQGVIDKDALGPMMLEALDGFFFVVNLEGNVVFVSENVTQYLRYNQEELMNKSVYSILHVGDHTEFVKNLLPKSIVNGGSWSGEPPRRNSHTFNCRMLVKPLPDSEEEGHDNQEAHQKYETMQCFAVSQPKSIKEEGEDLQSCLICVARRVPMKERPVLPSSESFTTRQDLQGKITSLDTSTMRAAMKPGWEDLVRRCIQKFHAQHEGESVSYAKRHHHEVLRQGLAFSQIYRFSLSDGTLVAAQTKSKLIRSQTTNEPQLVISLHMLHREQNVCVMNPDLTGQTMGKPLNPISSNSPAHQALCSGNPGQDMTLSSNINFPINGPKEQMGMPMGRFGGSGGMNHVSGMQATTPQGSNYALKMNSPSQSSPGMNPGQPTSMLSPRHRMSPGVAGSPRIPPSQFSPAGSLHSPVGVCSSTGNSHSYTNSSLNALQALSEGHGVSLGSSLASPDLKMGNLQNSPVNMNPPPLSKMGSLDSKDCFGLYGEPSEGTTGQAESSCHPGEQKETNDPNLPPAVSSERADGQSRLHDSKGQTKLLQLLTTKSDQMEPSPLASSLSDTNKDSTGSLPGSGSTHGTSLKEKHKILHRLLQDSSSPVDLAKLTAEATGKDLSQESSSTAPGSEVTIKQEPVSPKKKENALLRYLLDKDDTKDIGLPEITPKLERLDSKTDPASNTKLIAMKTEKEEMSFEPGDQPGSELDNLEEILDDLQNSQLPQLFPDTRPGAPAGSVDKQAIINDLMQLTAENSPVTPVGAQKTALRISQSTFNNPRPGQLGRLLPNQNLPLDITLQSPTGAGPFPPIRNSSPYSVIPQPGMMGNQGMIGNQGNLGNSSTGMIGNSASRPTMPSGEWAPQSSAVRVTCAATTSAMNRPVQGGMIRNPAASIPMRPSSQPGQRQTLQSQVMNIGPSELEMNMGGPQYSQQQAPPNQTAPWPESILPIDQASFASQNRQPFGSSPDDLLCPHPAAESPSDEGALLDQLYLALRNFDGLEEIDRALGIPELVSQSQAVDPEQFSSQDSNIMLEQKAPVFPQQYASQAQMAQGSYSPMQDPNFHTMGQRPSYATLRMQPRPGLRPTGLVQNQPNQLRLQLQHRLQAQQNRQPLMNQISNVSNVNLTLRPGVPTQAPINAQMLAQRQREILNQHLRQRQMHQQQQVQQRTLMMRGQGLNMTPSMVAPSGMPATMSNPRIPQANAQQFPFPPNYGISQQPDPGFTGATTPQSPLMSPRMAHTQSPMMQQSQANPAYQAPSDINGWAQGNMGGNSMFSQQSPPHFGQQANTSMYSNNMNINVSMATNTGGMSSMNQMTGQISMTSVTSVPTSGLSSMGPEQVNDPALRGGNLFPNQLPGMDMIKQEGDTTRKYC
NOD2-RIPK2 inh = NOD2-RIPK2 binding disruptors in cells, primary screen, fluorescence, CHO cells, BLA complementation | Receptor-interacting serine/threonine-protein kinase 2 (Homo sapiens), O43353 | CCF4 ratio | 0.38% of 360,000 active | inhibition, % at 4.98 µM; in the data active means inhibition above about 21%;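 further: 0% = vehicle only and 100% = reference blocker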
SRC1 inh = SRC1 coactivator transcriptional activity inhibitors, primary screen, cell-based, luminescence | Nuclear receptor coactivator 1 (Homo sapiens), Q15788 | HEK293 GAL4-SRC1 luciferase reporter | inhibition, % at 3.6 µM | 0.12% of 360,000 active;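 active means inhibition above the campaign mean plus 3 SD, with each screening campaign given its own cutoff, cut at about 60% in these data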;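 further: 0% = DMSO treated cells and 100% = gossypol at 36 µM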
LRH-1 inv ag = LRH-1 (NR5A2) inverse agonists, primary screen, cell-based, luminescence, HEK293T, StAR-luciferase reporter | Nuclear receptor subfamily 5 group A member 2 (Homo sapiens), O00482 | LRH-1 transfected, 24 h | inhibition, % at 3.6 µM | 0.13% of 360,000 active | AID 602396, 2012;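 active means inhibition above the mean inhibition of all tested compounds plus 3 SD, cut at about 73% in these data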;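 further: 0% = DMSO wells and 100% = reporter-only cells lacking LRH-1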
NR2F2 inh = NR2F2 transcriptional activity inhibitors, primary screen, cell-based, luciferase reporter, HEK293T, luminescence; COUP transcription factor 2 (Homo sapiens), P24468; HEK293T NGFI-A luciferase reporter; inhibition, % at 8.6 µM; 0.7% of 370,000 active; AID 686940, 2013;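 active means inhibition above a per-plate cutoff, mean inhibition of test wells between control levels plus 3 SD, cut at about 38% in these data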;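 further: cells cotransfected with COUP-TFII expression vector driving the NGFI-A reporter; 0% = median of COUP-TF2 test wells and 100% = reporter-only cells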
TROY signal inh = inhibitors of TROY-driven NF-kB signaling, primary screen, Q293 LMP1-TROYcd cells, NF-kB luciferase, uHTS. AID 1347056, 2019. 0.98% of 360,000 active. inhibition, % at 10 µM. Q293 LMP1-TROYcd NF-kB luciferase reporter, 4 h;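 active means compounds whose plate-normalised and pattern-corrected inhibition of the luciferase reporter signal at the single screening dose is 50% or more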
Vif imaging = HIV Vif self-association inhibitors, primary screen, imaging, HEK293T, single point. HEK293T cells, Vif self-association by quenched fluorescence, 24 h. inhibition, % at 7.49 µM. 0.35% of 340,000 active. AID 602346, 2012; in the data active means inhibition above about 50%, passing the limit was not always enough; further: some results filed as inactive read as strong as hits
NCOA3 inh = SRC3 coactivator transcriptional activity inhibitors, primary screen, cell-based, luminescence; Nuclear receptor coactivator 3 (Homo sapiens), Q9Y6Q9; HEK293 GAL4-SRC3 luciferase reporter; inhibition, % at 3.6 µM; 0.17% of 360,000 active;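 active means inhibition above a per-campaign cutoff, the mean of all compounds plus 3 SD, cut at about 60% in these data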;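 further: 0% = DMSO-treated cells and 100% = gossypol-treated cells at 36 µM; higher means less SRC3-driven luciferase light from the GAL4 reporter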
TRAIL sens C8 = viability loss with TRAIL in NB7+C8 cells, primary screen, TRAIL sensitizer project, cell-based, ATPlite luminescence; 1% of 360,000 active; inhibition (viability loss, TRAIL sensitization), % at 10 µM;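 active means compounds causing at least 50% loss of cell viability in the single-dose screen, relative to plate controls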
Numbers without * were called inactive; . = not tested or not shown. Not all compounds are listed, so the mix of outcomes need not match the whole.

SMILES	TLR9-MyD88 inh	LMP1 NFkB inh	SRC2 inh	NOD2-RIPK2 inh	SRC1 inh	LRH-1 inv ag	NR2F2 inh	TROY signal inh	Vif imaging	NCOA3 inh	TRAIL sens C8
Cc1ccc(N2C(=O)CC(Sc3nc(C)cc(C)n3)C2=O)cc1 (centres undefined)	1.2	9.3	-69.0	2.8	17.9	15.6	-12.6	17.7	5.7	-4.3	21.4
O=S(=O)(NC(=S)c1ccccc1)c1ccc(Cl)cc1	-4.7	-1.0	10.8	-9.1	-9.0	12.7	-18.0	-10.3	4.3	-2.4	-5.3
COc1ccc(S(=O)(=O)n2c(CCN3CCOCC3)nc3ccccc32)cc1	6.9	19.1	0.9	-0.1	-6.8	-6.6	0.8	8.4	5.3	-15.9	-4.1
O=C(COc1cccnc1[N+](=O)[O-])NCCc1ccc(Cl)cc1	-16.4	-1.9	-1.1	-7.5	-7.3	-8.2	8.4	4.2	-2.6	4.2	-3.7
COc1ccc(Cc2noc(-c3ccc(C)cc3)n2)cc1	-2.0	4.2	-6.0	9.1	-17.6	-33.5	-11.3	-54.3	-16.2	-47.8	-1.5
COc1cccc(NC(=O)c2cc(OC)c(OC)c(OC)c2Br)c1	3.4	-14.1	-5.2	-9.2	8.6	-2.7	5.3	-34.0	8.9	3.1	-0.6
O=C(CN1CCN(C2CCCCC2)CC1)Nc1ccccc1-c1ccccc1	-11.7	2.2	2.6	-11.8	-32.1	7.2	-8.4	14.1	-0.6	-4.6	-2.2
Cc1ccc(N(C(=O)Cn2nnc(-c3ccccc3F)n2)C(C(=O)NC2CCCC2)c2ccncc2)cc1 (centres undefined)	4.2	-2.0	-21.6	4.6	-13.2	0.8	4.5	-1.1	-4.3	-241.5	-4.2
CCOc1ccc(Br)cc1S(=O)(=O)N1CCC(C(N)=O)CC1	2.1	-0.4	1.8	-9.7	-3.8	-3.4	2.4	2.7	-1.6	2.1	12.1
Cc1cc(C)c2[nH]c(=O)c(CN(Cc3cccnc3)C(=S)NCCCN(C)C)cc2c1	2.5	-4.2	-24.2	-0.1	-5.2	2.8	5.9	-3.0	-7.2	4.4	9.1
Cc1ccc(C)c(OCC(=O)N2CCN(c3ncccn3)CC2)c1	-0.3	-7.7	6.3	-2.2	-11.0	0.9	13.8	-6.2	10.5	-5.7	-2.7
COCCNC(=O)C1(C)CCCN(C(=O)c2c(F)ccc(C)c2F)C1 (centres undefined)	.	.	9.8	-5.6	11.2	5.2	8.7	-3.5	-0.3	-7.0	-24.9
C[C@@H]1CN(C(=O)c2nc3ccc(Cl)cn3c2CN[C@H]2CCCCNC2=O)C[C@H](C)O1	1.9	1.9	-3.1	-13.6	-2.3	3.8	2.1	1.3	-0.4	10.7	-1.1
CC(C)OC(=O)CSc1nc2ncc(Cl)cc2[nH]1	9.6	-6.3	-23.3	1.4	-12.2	-2.8	-2.2	-20.1	-4.0	14.1	-4.3
O=C(c1ccc(S(=O)(=O)N2CCOCC2)cc1)N1CCN(S(=O)(=O)c2ccc(Cl)s2)CC1	4.3	-0.1	10.7	-8.2	4.1	-2.9	1.5	-8.0	-1.1	22.5	2.7
CCCCN1C(=O)C(CC(=O)NC2CCCC2)CC(C(=O)N(C(C)C)C(C)C)=C1C (centres undefined)	-5.4	2.6	-16.4	-2.8	5.8	10.2	-9.1	11.2	.	8.3	-6.2
CSc1ncccc1C(=O)OCc1ccc([N+](=O)[O-])cc1	-1.9	1.7	-10.9	-4.2	-7.4	-9.1	1.1	-47.5	18.9	-12.3	-12.2
CCN(C(=O)COc1ccc2ccc(=O)oc2c1)C1CCCCC1	9.8	-6.6	13.3	-12.9	-0.8	-4.7	-0.2	-7.3	17.4	8.8	11.2
Cc1cccc(CNc2ccc(S(=O)(=O)N3CCCCC3)cc2)c1	-9.5	2.7	-12.4	-1.2	-6.3	-2.8	-0.1	15.4	-13.7	11.2	6.4
c1cncc(-c2nn3cnnc3s2)c1	-3.1	16.6	-17.4	10.8	4.1	-2.9	-5.0	7.7	-1.4	8.1	-2.0
COc1cc(OC)cc(C(=O)Nn2cnnc2)c1	-7.2	7.6	16.9	-5.5	-48.1	-4.3	-3.5	-2.8	-1.0	8.2	-14.5
C/C(=N\NC(=O)c1cc(-c2ccco2)nc2ccccc12)c1cccnc1	1.6	-5.8	-5.1	15.9	-3.1	20.9	-6.4	8.5	9.5	12.5	7.6
CCn1nc(C)c(CNC(=O)CCc2nnc(Cc3c[nH]c4ccccc34)o2)c1C	-3.4	1.1	-10.9	-4.3	-2.2	16.1	8.2	3.1	-1.0	23.4	-7.7
Cc1c(C)c2ccc(OC(C)C(=O)NCCCn3ccnc3)c(C)c2oc1=O (centres undefined)	-2.8	3.1	3.0	-12.9	-4.7	11.5	-8.9	-14.3	11.1	3.4	-3.5
Cc1ccc(CC2(c3ccccc3)NC(=O)NC2=O)cc1 (centres undefined)	-7.0	3.4	19.6	2.0	9.5	-20.0	-20.5	9.2	-6.9	5.3	6.2
(continued)
SMILES	TLR9-MyD88 inh	LMP1 NFkB inh	SRC2 inh	NOD2-RIPK2 inh	SRC1 inh	LRH-1 inv ag	NR2F2 inh	TROY signal inh	Vif imaging	NCOA3 inh	TRAIL sens C8
COc1ccc(N2CCN(C(=O)Cc3csc(NC(=O)Nc4ccccc4OC)n3)CC2)cc1	0.7	13.9	-26.5	-3.3	-3.9	21.7	4.7	16.8	-2.2	10.1	11.1
Cc1c(Nc2ncnc3nc[nH]c23)c(=O)n(-c2ccccc2)n1C	6.5	-5.6	18.5	-13.6	4.0	-15.4	11.8	-16.5	6.5	-15.4	2.7
COc1ccc(C2SCC(=O)N2c2ccc(OC)cc2)cc1 (centres undefined)	-8.0	2.3	11.1	2.0	12.3	8.0	-0.7	-14.0	2.5	-4.9	2.3
O=C(CCC(=O)N1CCCC1)Nc1ccc(Cl)c(Cl)c1	-0.3	-15.9	2.0	2.5	-46.6	13.2	-7.2	-27.5	-8.4	6.0	-4.5
CCN(C(=O)CN1CC(C)OC(C)C1)c1c(N)n(Cc2ccccc2)c(=O)[nH]c1=O (centres undefined)	-2.5	4.6	5.2	-3.3	-12.7	11.6	5.3	3.4	-0.5	11.8	-3.9
COc1ccccc1-c1c(C(F)(F)F)oc2cc(OC(=O)c3ccccc3[N+](=O)[O-])ccc2c1=O	-6.6	-2.9	29.7	5.2	-6.5	2.7	13.7	6.3	2.0	-4.1	-2.8
COC(=O)c1cn(CC(=O)NC2CCCCCC2)c2ccccc12	-13.2	18.1	-13.2	5.9	-12.4	9.1	-12.9	-0.7	4.4	-14.2	6.5
CN(CC(=O)Nc1ccc(Cl)c(Cl)c1)C(=O)/C=C/c1ccc(F)cc1	2.9	0.3	10.5	-5.0	19.9	-2.6	-9.6	-3.7	1.7	12.4	-5.4
COC(=O)CCC/C=C1\SC[C@@H](NC(=O)c2ccccc2)C1NC(C)=O (some centres undefined)	5.1	4.6	16.0	0.3	7.5	5.9	1.5	-6.1	1.5	1.6	-9.7
CC(=O)c1cnc2scnn2c1=O	-8.5	-1.1	7.0	3.2	-10.8	2.2	10.3	-5.8	9.8	1.1	-10.3
O=C1NC(c2ccccn2)Nc2sc3c(c21)CCC3 (centres undefined)	-3.1	-13.2	-72.2	4.8	-75.8	-70.5	-17.4	-31.0	-2.7	-84.9	7.7
Cc1cc(C)c(C(=O)CSc2nnc(-c3cccnc3)n2C)c(C)c1	-4.8	-6.6	.	-0.7	6.8	4.0	.	-6.8	4.3	3.1	2.7
COc1ccc(OCC(=O)Nc2ccc(S(=O)(=O)Nc3cc(C)nc(C)n3)cc2)cc1	-11.9	-0.2	10.2	-2.7	-2.6	10.3	16.0	22.3	-5.9	15.2	1.1
COc1ccccc1NC(CC(=O)c1ccccc1)C(=O)OCC(=O)c1ccc(Br)cc1 (centres undefined)	-7.4	-59.1	-40.3	0.6	-117.5	-90.4	-60.4	30.9	0.0	-62.8	63.4*
Cc1nnc(NC(=O)c2ccc(F)c(S(=O)(=O)N3CCOCC3)c2)s1	1.0	-7.2	9.1	-9.4	0.7	-4.8	3.4	5.3	5.1	0.2	2.3
CCCc1nc2ccccc2c(C(=O)O)c1CC	-3.7	5.3	-19.2	4.6	-6.1	-14.7	5.7	-7.0	0.8	-1.2	0.1
CN1OC[C@@H]2CN(Cc3ccc(Cl)cc3)[C@H](c3ccc(-n4ccnc4)cc3)C[C@@H]21	.	.	-5.1	16.8	21.3	10.2	-13.6	5.0	6.0	20.1	-3.6
C=C[C@@](C)(O)CC[C@@H]1[C@@]2(C)CCCC(C)(C)[C@@H]2CC[C@@]1(C)O	-11.4	5.8	9.6	-10.8	13.4	12.7	-24.9	-8.0	-3.2	19.4	3.0
Cc1cccc(NC(=O)CN(C)C(=O)C2CC2)c1C	9.4	-0.3	13.3	-4.5	3.3	-11.0	-1.4	-15.4	3.4	-2.9	-2.9

Shown bar-delimited: entries from further up.
structure | TLR9-MyD88 inh | LMP1 NFkB inh | SRC2 inh | NOD2-RIPK2 inh | SRC1 inh | LRH-1 inv ag | NR2F2 inh | TROY signal inh | Vif imaging | NCOA3 inh | TRAIL sens C8
CCN(C(=O)CN1CC(C)OC(C)C1)c1c(N)n(Cc2ccccc2)c(=O)[nH]c1=O (centres undefined) | -2.5 | 4.6 | 5.2 | -3.3 | -12.7 | 11.6 | 5.3 | 3.4 | -0.5 | 11.8 | -3.9
COc1ccc(OCC(=O)Nc2ccc(S(=O)(=O)Nc3cc(C)nc(C)n3)cc2)cc1 | -11.9 | -0.2 | 10.2 | -2.7 | -2.6 | 10.3 | 16.0 | 22.3 | -5.9 | 15.2 | 1.1
Cc1cccc(NC(=O)CN(C)C(=O)C2CC2)c1C | 9.4 | -0.3 | 13.3 | -4.5 | 3.3 | -11.0 | -1.4 | -15.4 | 3.4 | -2.9 | -2.9
CN(CC(=O)Nc1ccc(Cl)c(Cl)c1)C(=O)/C=C/c1ccc(F)cc1 | 2.9 | 0.3 | 10.5 | -5.0 | 19.9 | -2.6 | -9.6 | -3.7 | 1.7 | 12.4 | -5.4
Cc1c(Nc2ncnc3nc[nH]c23)c(=O)n(-c2ccccc2)n1C | 6.5 | -5.6 | 18.5 | -13.6 | 4.0 | -15.4 | 11.8 | -16.5 | 6.5 | -15.4 | 2.7
